# Source: PubChem
# EP2 modulator: EP2 receptor (human) modulation. EP2-expressing cells, cAMP HTRF FRET, PGE2 co-stimulation. induction, % at 25 µM. 260,000 tested, 0.83% active;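 active = compounds whose cAMP rise, as percent of the full-agonist control response, exceeds 60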;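 note: rat C6 glioma line stably carrying human EP2 under a CMV promoter; the protocol text gives 20 µM as final concentration; 100% = response of wells given 1 µM PGE2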
# Target sequence (P43116 whole entry, looked up): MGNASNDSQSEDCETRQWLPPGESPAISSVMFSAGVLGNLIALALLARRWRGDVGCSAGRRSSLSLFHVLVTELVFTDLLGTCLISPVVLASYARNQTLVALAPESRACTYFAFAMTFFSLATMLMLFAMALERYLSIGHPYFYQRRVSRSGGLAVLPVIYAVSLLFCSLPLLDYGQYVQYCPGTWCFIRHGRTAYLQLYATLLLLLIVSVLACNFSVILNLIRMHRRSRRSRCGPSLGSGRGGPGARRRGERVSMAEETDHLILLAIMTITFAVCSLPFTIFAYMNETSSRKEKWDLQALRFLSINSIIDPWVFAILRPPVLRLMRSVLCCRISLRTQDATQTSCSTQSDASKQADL
# BaF3 tox: parental Ba/F3 viability inhibition as JAK2V617F counter-screen; CellTiter-Glo ATP luminescence; 220,000 tested, 1.1% active; inhibition, % at 5.6 µM; AID 1486;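 active = inhibition above a per-campaign cutoff, the mean inhibition of all tested compounds plus 3 SD, cut at about 27% in these data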;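 note: 0% = DMSO wells and 100% = JAK Inhibitor I control wells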
# TRPML3 ag: agonists of human TRPML3 channel; activation, % at 3 µM; 220,000 tested, 0.29% active; HEK293 TRPML3-YFP, Fluo-8 calcium fluorescence; 100% = the carbachol control signal; Q8TDD5;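 active = activation above its plate's cutoff, the mean activation of the plate's test wells plus 3 SD, cut at about 12% in these data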;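 note: 0% = DMSO only wells and 100% = carbachol wells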
#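 system = HEK293 cells stably carrying human TRPML3-YFP | doses = one concentration, 3 µM nominal, 0.3% DMSO | timing = dye loading 1 h 37 °C then 30 min ambient, 125 s read | detection = Fluo-8 calcium dye fluorescence, ex 470-495, em 515-575 nm | benchmarks = high control carbachol 87 µM, low control DMSO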
# S1P4 antag: human S1P4 receptor antagonism; O95977; S1P4-expressing cells, antagonist mode, reporter read-out; inhibition, % at 4.98 µM; 220,000 tested, 0.26% active; AID 1510; in the data active = inhibition above about 29%;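 note: 0% = wells stimulated with agonist and 100% = vehicle wells without agonist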
# Target sequence (O95977 whole entry, looked up): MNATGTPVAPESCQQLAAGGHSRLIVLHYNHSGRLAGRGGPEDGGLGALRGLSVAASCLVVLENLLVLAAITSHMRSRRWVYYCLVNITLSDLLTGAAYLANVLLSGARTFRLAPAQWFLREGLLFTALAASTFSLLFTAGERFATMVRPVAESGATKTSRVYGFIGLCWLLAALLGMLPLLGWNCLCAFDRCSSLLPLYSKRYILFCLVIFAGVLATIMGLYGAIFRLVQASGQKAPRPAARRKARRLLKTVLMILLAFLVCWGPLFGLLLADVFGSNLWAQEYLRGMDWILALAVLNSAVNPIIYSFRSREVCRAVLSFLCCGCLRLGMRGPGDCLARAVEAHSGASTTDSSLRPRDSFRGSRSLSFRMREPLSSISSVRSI
# PERK inh: blocks human PERK kinase; Q9NZJ5; CHO PERK-DD fusion, SEAP luminescence translation reporter; inhibition, % at 5.6 µM; 220,000 tested, 0.17% active;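 active = inhibition above the mean inhibition of all tested compounds plus 3 SD, set separately per screening campaign, cut at about 2.9% in these data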;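 note: PERK kinase domain activated by AP20187 dimerizer at 100 nM; 0% = DMSO with dimerizer and 100% = rapamycin at 8.4 µM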
# Ba/F3 V617F tox: lowers viability of Ba/F3 cells expressing EpoR and JAK2V617F; ATP luminescence; inhibition, % at 5.6 µM; 220,000 tested, 1.1% active; AID 1446;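 active = inhibition above the campaign mean plus 3 SD over all tested compounds, cut at about 24% in these data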;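 note: cytokine-independent growth of Ba/F3 cells driven by EpoR plus mutant JAK2; 0% = DMSO-treated cells and 100% = JAK inhibitor I control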
# zfTRPN1 agonist: zebrafish TRPN1 (NompC) channel agonism. HEK293 zebrafish TRPN1-YFP, Fluo-8 calcium fluorescence; 100% = response to 87 µM carbachol. activation, % at 3 µM. 220,000 tested, 0.18% active. AID 1424;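 active = activation above its plate's cutoff, the mean activation of test wells on that plate plus 3 SD, cut at about 19% in these data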;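 note: 0% = DMSO alone and 100% = 87 µM carbachol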
#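 Assay system: Zebrafish TRPN1-YFP in HEK293 cells | Incubation: Dye loading 1 h at 37 °C, then 30 min room temperature | Measured by: Kinetic Fluo-8 fluorescence, ex 470-495, em 515-575 nm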
# Calpain2 inh: blocks pig calpain II enzyme activity. purified calpain II, fluorogenic peptide substrate, 30 min. inhibition, % at 16 µM. 220,000 tested, 0.37% active;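 active = inhibition above about 50%, limit read from the data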
# S1P4 ag: activates the human S1P4 receptor; O95977; activation, % at 4.98 µM; S1P4-expressing cell line, agonist reporter assay; 220,000 tested, 0.35% active; in the data active = activation above about 11%;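 note: 0% = DMSO vehicle and 100% = reference agonist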
# Active calls of the source: *; x = no result given; & = joins results of further samples.
SMILES,EP2 modulator,BaF3 tox,TRPML3 ag,S1P4 antag,PERK inh,Ba/F3 V617F tox,zfTRPN1 agonist,Calpain2 inh,S1P4 ag
COc1ccccc1NC(=S)N(Cc1cccnc1)Cc1ccco1,-25,8,0.0,2,0.2,-1,-0.3,7,1.3
CCOC(=O)c1c(C)[nH]c(C(=O)C(C)OC(=O)c2oc3ccccc3c2COC)c1C (centres undefined),23,2,0.8,-4,-0.3,-4,-1.6,11,0.4
O=c1c2cc(F)ccc2[nH]c(=S)n1CCCN1CCOCC1,6,7,0.2,0,-0.4,-2,1.7,8,0.3
CCc1nc(Nc2ccncc2)c2oc3ccccc3c2n1,x,29*,0.8,-7,-0.3,15,-1.1,x,1.2
CC(=O)Nc1ccc(NC(=O)/C=C/c2ccccc2)cc1,-42,11,0.4,8,0.9,5,1.5,18,-1.4
COc1ccccc1CC(=O)Nc1cccc(C(=O)Nc2nccs2)c1,-24,9,1.5,7,-0.1,-5,0.6,8,-1.3
CC(C(=O)N1CCc2ccccc21)N1CCc2ccccc2C1 (centres undefined),-57,41*,-0.8,2,-0.6,9,0.1,-6,1.6
COc1ccc(C(=O)Nc2nc(C)c3cc4c(cc3n2)OCO4)cc1,8,6,0.1,3,-0.5,4,-0.8,-200,1.1
CC1CCN(C2=C(NS(=O)(=O)c3ccc(Cl)cc3)C(=O)c3ccccc3C2=O)CC1,27,6,0.3,-17,-1.7,3,-2.3,-14,0.5
CCN1CCN(C(=S)Nc2ccc(Cl)cc2)CC1,17,35*,-0.1,-9,0.5,25*,-0.9,-26,0.4
O=C(CCSc1nc(-c2ccco2)cc(C(F)(F)F)n1)NCC1CCCO1 (centres undefined),16,4,-0.1,-24,-0.8,1,1.5,-1,1.6
CCCNC(=O)COC(=O)c1ccc(N2CCCC2)c([N+](=O)[O-])c1,-5,2,1.3,-12,0.5,-5,1.1,9,-0.8
Cc1cc(Nc2ccc3c(c2)OCCO3)c2cccc(C)c2n1,-58,1,-0.1,-21,-1.0,3,0.2,30,0.1
CCC(=O)N(Cc1ccco1)C1CC(=O)N(c2ccccc2)C1=O (centres undefined),28,7,0.7,-33,0.9,-2,0.3,-4,2.5
CCOc1ccc2nc(NC(=O)COc3ccc(N(C)S(=O)(=O)c4ccc(C)cc4)cc3)sc2c1,5,-1,0.3,-6,0.5,-1,1.4,-33,0.3
CCCCP(=O)(CCCC)Cc1ccccc1O,17,8,0.2,7,1.1,0,-1.2,-18,-2.5
Cc1ccc(Cl)cc1N1CCN(C(=O)c2ccc(CN3CCOCC3)cc2)CC1,-18,4,0.3,-3,-1.6,2,0.3,-9,-2.9
Cc1sc(NC(=O)CSc2nc(N)cc(N)n2)c(C#N)c1C,-3,-13,0.6,-7,0.8,2,1.5,-6,0.6
c1ccc2c(c1)ncn2-c1ccc(-c2ccnc(-c3ccncc3)n2)cc1,-13,6,-0.5,-9,0.8,1,0.8,-17,0.8
COC(=O)c1sccc1NC(=O)C1C2C=CC(C2)C1C(=O)O (centres undefined),34,0,0.7,-25,1.3,-2,0.3,-15,2.2
CCOC(=O)CSc1nc2nc(C)cc(C)n2n1,10,6,-0.4,-4,0.5,0,1.2,-29,-0.4
COc1ccc(CN(C)C(c2ccccc2)c2nnnn2-c2ccccc2C)c(OC)c1C (centres undefined),54,2,1.3,5,-1.4,-2,-0.7,7,1.5
CCOC(=O)C1(Cc2ccccc2)CCN(Cc2nccn2CC)CC1,-4,6,0.4,7,0.6,0,0.4,3,0.9
Cc1nn(-c2cc(N(S(C)(=O)=O)S(C)(=O)=O)c(Cl)cc2Cl)c(=O)n1C,2,2,0.5,-12,1.4,1,0.5,14,0.7
CC(=O)Nc1ccc(/C=N/NC(=O)c2cc3ccccc3nc2C)cc1,-3,1,0.8,-13,0.5,-2,0.1,7,0.5
O=C1Nc2c(c(=O)[nH]c(=O)n2Cc2ccccc2)C1(NS(=O)(=O)c1ccccc1)C(F)(F)F (centres undefined),13,5,0.3,-6,0.0,0,0.5,-16,0.0
Cc1ccc(S(=O)(=O)Nc2nc3ccccc3nc2NCc2ccco2)cc1C,27,8,1.2,0,-0.4,-1,4.3,-116,1.4
CC(C)(CO)C(O)C(=O)NCCC#N (centres undefined),5,-2,0.2,-5,1.5,-1,-0.4,14,0.0
CN(C)CCN(C(=O)c1ccc(Br)s1)c1nc2cc3c(cc2s1)OCCO3,7,8,0.8,2,1.0,4,-1.3,-18,0.1
CCN1CCN(C(=O)CCc2nc3ccccc3n2-c2ccccc2)CC1,-6,1,0.9,-11,-0.6,-2,0.2,-7,-0.4
COc1cc(CO)cc(Br)c1OCC(=O)O,1,3,0.7,-7,1.1,-1,1.5,-10,1.6
CC1=C(C(=O)Nc2ccccc2C)C(c2ccc(C)o2)C2=C(CCCC2=O)N1 (centres undefined),13,3,0.3,-5,0.1,-4,1.4,-97,-0.1
O=C(O)c1cc(Cl)ccc1-c1ccc(/C=C/c2cc(C(F)(F)F)[nH]c(=O)n2)o1,35,3,13*,-2,-0.8,1,29*,-297,1.8
CC1CCCN(c2ccc(C(=O)NCc3ccccc3)cn2)C1 (centres undefined),-42,4,-0.4,-9,1.3,1,-1.8,-14,-0.7
COC(=O)C(CC(C)C)NC(=O)c1ccc([N+](=O)[O-])c(C)c1 (centres undefined),10,2,-0.7,-16,0.2,-2,0.4,-11,-1.9
Cc1cc(C)n(S(=O)(=O)c2cccc(Cl)c2Cl)n1,x,2,-0.7,-17,-0.7,2,-1.0,x,-1.3
COc1ccc(C(=O)CSc2nncn2C)cc1,17,4,0.7,2,1.6,2,0.4,1,-1.2
CCc1ccc(C(=O)NNc2ccc(F)cc2)cc1,-11,0,-0.2,9,-0.4,-3,-0.1,-1,0.6
CCC(=O)N1CC2(C)CN(C(=O)CC)CC(C)(C1)C2,29&-8,6,0.4,-18,-0.2,3,1.5,27,2.7
S=c1[nH]nc(-c2ccc3ccccc3n2)n1-c1ccc(Cl)cc1,39,8,0.4,-4,0.5,4,1.2,-1,2.1
Cc1ccsc1/C=N/NC(=O)Cn1cnc2ccccc21,-42,3,0.5,3,0.5,-3,0.6,-3,3.4
O=C(CCc1ccccc1)Nc1ccccc1[N+](=O)[O-],11,3,0.0,-5,0.6,-2,-2.1,-18,1.5
Cn1c(NCc2ccco2)nc2c1c(=O)n(Cc1ccc(Br)cc1)c(=O)n2C,-32,5,0.2,-4,-1.5,0,0.1,71*,0.8
CCCCCCC1CC(=O)NC(=O)N1 (centres undefined),-6,0,0.8,2,0.5,2,0.2,20,0.7
CCn1c(=S)[nH]c2sc3c(c2c1=O)CCCCC3,32,5,1.0,-2,1.8,0,0.9,-24,-0.1

# Single records (already shown). Order of values: EP2 modulator, BaF3 tox, TRPML3 ag, S1P4 antag, PERK inh, Ba/F3 V617F tox, zfTRPN1 agonist, Calpain2 inh, S1P4 ag
# CCc1ccc(C(=O)NNc2ccc(F)cc2)cc1 in the list: -11, 0, -0.2, 9, -0.4, -3, -0.1, -1, 0.6
# CCn1c(=S)[nH]c2sc3c(c2c1=O)CCCCC3 in the list: 32, 5, 1.0, -2, 1.8, 0, 0.9, -24, -0.1

# Next section.
SMILES,EP2 modulator,BaF3 tox,TRPML3 ag,S1P4 antag,PERK inh,Ba/F3 V617F tox,zfTRPN1 agonist,Calpain2 inh,S1P4 ag
FC(F)(F)c1nnc(-c2ccccc2)nc1N1CCCC1,14,8,0.2,-22,0.7,1,-0.2,-27,-0.7
O=C1C2N=NN(CC(=O)N3N=C(c4ccccc4)CC3c3ccc([N+](=O)[O-])cc3)C2C(=O)N1c1ccccc1 (centres undefined),-13,7,0.8,-3,-0.3,0,1.3,-131,3.0
CCOC(=O)C1CCN(C(=O)Nc2cccc(Cl)c2)CC1,19,1,0.2,-3,1.2,-3,2.0,28,1.6
CN1CCc2c(sc3c2c(=O)n(-c2ccccc2)c2nnc(SCc4ccccc4)n32)C1,28,3,0.7,-27,-1.3,2,0.8,4,2.0
Cc1cc(=O)[nH]c(N=N/C(=N/Nc2ccccc2C)c2ccccc2)n1,23,2,0.5,3,-0.1,1,-0.2,-9,1.6
COc1ccc(Nc2n[nH]c(C)c2[N+](=O)[O-])cc1,-15,9,-1.5,-12,-0.2,6,0.6,-10,0.5
CC(=O)Nc1ccc(C(=O)n2cnc3cc(C)c(C)cc32)cc1,5,3,1.0,4,-0.9,0,-0.9,-26,-0.6
O=C(C1CCCN(S(=O)(=O)c2ccccc2)C1)N1CCN(c2ncccn2)CC1 (centres undefined),11,8,1.1,1,-1.3,6,2.7,-14,-3.4
Fc1ccc(CN2CCN(c3ncccn3)CC2)cc1,12,2,-0.2,-24,-1.1,-2,-1.1,-3,1.8
COc1ccc(S(=O)(=O)N2CCCN(S(=O)(=O)c3ccc(OC)cc3C)CC2)c(C)c1,-12,4,0.3,3,0.7,-2,-0.6,13,-0.7
CCOC(=O)c1cc(NC(=O)c2cccs2)ccc1N1CCOCC1,-12,3,0.3,-19,0.9,1,2.9,-8,1.9
C#CCN1C(=O)C(O)(CC(=O)c2cccc(OC)c2)c2ccccc21 (centres undefined),-9,-1,0.2,-1,0.5,-2,0.2,-9,-0.1
c1ccc(-c2cn3c4c(sc3n2)CCCC4)cc1,-7,4,-0.5,-21,-0.8,5,-1.2,8,2.6
CN(C)Cc1nc2ccccc2c(=O)n1CC(=O)Nc1cccc(S(=O)(=O)N2CCOCC2)c1,10,6,0.5,-11,-0.9,4,1.3,17,1.6
CC1(C)CC(=O)C(=CN2CCOCC2)C(=O)C1,38,5,0.5,-13,0.7,-1,1.2,9,1.5
COc1cc2c(cc1NC(=S)Nc1cccc(C(F)(F)F)c1)oc1ccccc12,-15,5,-0.3,5,0.4,-2,-0.8,-45,0.8
NC1=NC(c2cccc(O)c2)n2c(nc3ccccc32)N1 (centres undefined),9,0,1.1,2,2.2,2,0.3,-3,0.0
O=C1CCc2cc(S(=O)(=O)NC(C(=O)N3CCN(c4ccccn4)CC3)c3ccccc3)ccc2N1 (centres undefined),3,8,-0.2,-20,1.1,1,1.1,-18,0.0
CC(C)c1ccc(/C=N/N2CCCCC2)cc1,4,9,1.0,4,0.8,-4,0.1,-17,2.8
O=C(O)CCCN1C(=O)C2C3CC(C2C1=O)C1C(c2ccccc2)c2sc(=O)[nH]c2SC31 (centres undefined),19,5,1.1,-4,1.3,-1,1.3,-9,-0.9
CCOC(=O)c1cc(C(=O)NN)c(C)nc1C,26,4,-0.4,-13,1.0,0,0.8,-9,0.0
Cc1ccc(N=C2SC(C(=O)Nc3ccc(OC(F)(F)F)cc3)C(N)=C2C(=O)Nc2c(C)cc(C)cc2C)cc1 (centres undefined),8,3,2.1,-5,0.8,-4,1.7,-106,1.6
CC1=CC(C)[C@H](/C=N/n2c(=O)[nH]c3c([nH]c4ccc(Br)cc43)c2=O)C(C)C1 (some centres undefined),-10,11,1.0,-3,1.2,0,0.6,-13,0.2
Cc1noc2ncnc(Sc3c(Cl)cccc3Cl)c12,66*,6,-1.2,14,-0.6,1,-1.4,-12,1.1

# Look-ups from the list.
# Reading for CC(C)c1ccc(/C=N/N2CCCCC2)cc1 under BaF3 tox: 9
# Reading for NC1=NC(c2cccc(O)c2)n2c(nc3ccccc32)N1 (centres undefined) under zfTRPN1 agonist: 0.3
# Reading for CC1=CC(C)[C@H](/C=N/n2c(=O)[nH]c3c([nH]c4ccc(Br)cc43)c2=O)C(C)C1 (some centres undefined) under TRPML3 ag: 1.0
